NR5A2 inv ag: NR5A2 inverse agonism in reporter assay; O00482; HEK293T StAR-luciferase reporter, LRH-1 transfected, 24 h; inhibition, % at 3.6 µM; 360,000 tested, 0.13% active;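 active = inhibition above the mean inhibition of all tested compounds plus 3 SD, cut at about 73% in these data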;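 note: 0% = DMSO wells and 100% = reporter-only cells lacking LRH-1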
NR2F2 inh: NR2F2 (human) inhibition, primary screen | P24468 | HEK293T NGFI-A luciferase reporter, luminescence | inhibition, % at 8.6 µM | 370,000 tested, 0.7% active;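 active = inhibition above a per-plate cutoff, mean inhibition of test wells between control levels plus 3 SD, cut at about 38% in these data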;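 note: cells cotransfected with COUP-TFII expression vector driving the NGFI-A reporter; 0% = median of COUP-TF2 test wells and 100% = reporter-only cells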
Target sequence (P24468 whole entry, looked up): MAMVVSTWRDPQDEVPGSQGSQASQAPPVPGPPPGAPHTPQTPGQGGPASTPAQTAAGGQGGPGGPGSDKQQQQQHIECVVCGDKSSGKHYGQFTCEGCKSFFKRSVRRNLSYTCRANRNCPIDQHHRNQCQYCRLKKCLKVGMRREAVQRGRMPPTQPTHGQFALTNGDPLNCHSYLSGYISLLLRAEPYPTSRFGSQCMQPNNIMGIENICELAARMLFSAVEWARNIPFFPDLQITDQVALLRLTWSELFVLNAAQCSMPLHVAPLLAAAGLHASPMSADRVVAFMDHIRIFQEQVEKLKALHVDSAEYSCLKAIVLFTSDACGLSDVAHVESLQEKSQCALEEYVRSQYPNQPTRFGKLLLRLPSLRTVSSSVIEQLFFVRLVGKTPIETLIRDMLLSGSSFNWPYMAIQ
TROY signal inh: TROY signaling inhibition | Q293 LMP1-TROYcd NF-kB luciferase reporter, 4 h | inhibition, % at 10 µM | 360,000 tested, 0.98% active | AID 1347056;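 active = compounds whose plate-normalised and pattern-corrected inhibition of the luciferase reporter signal at the single screening dose is 50% or more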
NCOA3 inh: human NCOA3 inhibition; Q9Y6Q9; HEK293 GAL4-SRC3 luciferase reporter, luminescence; inhibition, % at 3.6 µM; 360,000 tested, 0.17% active; AID 588352;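 active = inhibition above a per-campaign cutoff, the mean of all compounds plus 3 SD, cut at about 60% in these data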;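 note: 0% = DMSO-treated cells and 100% = gossypol-treated cells at 36 µM; higher means less SRC3-driven luciferase light from the GAL4 reporter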
NCOA2 inhibitor: human SRC2 (NCOA2) inhibition | inhibition, % at 9 µM | HEK293 GAL4-SRC2 luciferase reporter, luminescence | 370,000 tested, 0.17% active;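 active = inhibition above the mean inhibition of all tested compounds plus 3 SD, set per campaign, cut at about 52% in these data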;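 note: 0% = DMSO treated cells and 100% = cells given Gossypol at 36 µM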
C8 TRAIL sens: caspase-8 TRAIL sensitization; NB7+C8 cells + TRAIL, ATPlite viability luminescence; inhibition (viability loss, TRAIL sensitization), % at 10 µM; 360,000 tested, 1% active;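 active = compounds causing at least 50% loss of cell viability in the single-dose screen, relative to plate controls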
Vif inh: blocks HIV Vif function | HEK293T cells, Vif self-association by quenched fluorescence, imaging, 24 h | inhibition, % at 7.49 µM | 340,000 tested, 0.35% active | AID 602346; in the data active = inhibition above about 50%, passing the limit was not always enough; note: some results filed as inactive read as strong as hits
SRC1 inh: inhibits human SRC1 coactivator. Q15788. AID 588354. inhibition, % at 3.6 µM. 360,000 tested, 0.12% active. HEK293 GAL4-SRC1 luciferase reporter, luminescence;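 active = inhibition above the campaign mean plus 3 SD, with each screening campaign given its own cutoff, cut at about 60% in these data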;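 note: 0% = DMSO treated cells and 100% = gossypol at 36 µM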
TLR9-MyD88 inh: blocks human TLR9 binding to MyD88; inhibition, % at 4.98 µM; AID 504734; CHO BLA complementation TLR9-MyD88, CCF4 FRET ratio; 340,000 tested, 0.21% active;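 active = inhibition above the mean over all tested compounds plus 3 SD, cut at about 21% in these data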;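 note: 0% = DMSO only wells and 100% = clavulanate BLA inhibitor control wells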
NOD2 RIPK2 PPI: inhibitors of human NOD2-RIPK2 interaction; O43353; CHO BLA complementation NOD2-RIPK2, CCF4 ratio; inhibition, % at 4.98 µM; 360,000 tested, 0.38% active; AID 624267; in the data active = inhibition above about 21%;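 note: 0% = vehicle only and 100% = reference blocker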
Target sequence (O43353 whole entry, looked up): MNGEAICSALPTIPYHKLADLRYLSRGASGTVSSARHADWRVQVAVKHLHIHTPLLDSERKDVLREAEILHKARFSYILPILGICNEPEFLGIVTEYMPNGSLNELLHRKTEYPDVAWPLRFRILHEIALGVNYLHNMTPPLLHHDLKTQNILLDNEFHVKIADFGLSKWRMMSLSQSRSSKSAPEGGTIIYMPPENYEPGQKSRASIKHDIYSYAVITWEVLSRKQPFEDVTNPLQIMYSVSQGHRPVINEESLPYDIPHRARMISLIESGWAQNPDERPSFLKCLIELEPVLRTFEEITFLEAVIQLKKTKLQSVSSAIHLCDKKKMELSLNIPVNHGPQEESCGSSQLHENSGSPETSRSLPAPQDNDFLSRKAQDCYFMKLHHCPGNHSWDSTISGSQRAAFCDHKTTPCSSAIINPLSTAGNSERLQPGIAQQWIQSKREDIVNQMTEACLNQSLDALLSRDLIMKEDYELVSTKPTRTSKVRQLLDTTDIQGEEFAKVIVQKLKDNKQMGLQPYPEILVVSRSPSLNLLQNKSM
LMP1 NFkB inh: reduces LMP1-driven NF-kappaB luciferase signal; LMP1-induced NF-kappaB luciferase reporter cells, luminescence; inhibition, % at 12.5 µM; 350,000 tested, 0.69% active; AID 504558; in the data active = inhibition above about 41%;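 note: 0% = neutral control wells and 100% = reference inhibitor control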
Active calls of the source: *; . = no result given. Some of the compounds tested; count on the stated rates, not on these rows.

SMILES	NR5A2 inv ag	NR2F2 inh	TROY signal inh	NCOA3 inh	NCOA2 inhibitor	C8 TRAIL sens	Vif inh	SRC1 inh	TLR9-MyD88 inh	NOD2 RIPK2 PPI	LMP1 NFkB inh
O=C(CNC(=S)N(CCCN1CCOCC1)Cc1cccs1)NCc1ccc(Cl)cc1	7	2	-13	8	3	-6	0	0	5	-2	-4
Nc1nc2nccc(-c3cccnc3)n2n1	17	-21	-17	0	-40	-2	10	18	-16	0	5
Cc1ccc(C(c2nnnn2CS(=O)(=O)c2ccc(C)cc2)N2CCN(c3ncccn3)CC2)cc1 (centres undefined)	-18	3	-11	-4	0	4	-4	5	-10	-10	3
Cc1ccc(C)n1-c1sc2c(c1C#N)CCC(C)C2 (centres undefined)	-32	-1	15	-9	-41	0	.	-28	5	-11	-7
CCC(C(=O)Nc1ccc(C(=O)Nc2ccccc2C(=O)O)cc1)c1ccccc1 (centres undefined)	-4	3	34	-27	1	-6	19	5	2	0	1
O=C(CCC1CCCN(C(=O)c2ccoc2)C1)NCc1ccc(F)c(F)c1 (centres undefined)	-11	-12	-17	8	-6	2	-4	-8	6	-2	-1
COc1cc(C(=O)O[C@H]2C/C(C)=C/CC[C@]3(C)O[C@@H]3C(O)C2C(C)C)cc(OC)c1OC (some centres undefined)	13	3	22	1	-1	-20	4	-11	0	1	11
COc1cccc(CNS(=O)(=O)c2ccc3c(c2)C(C)(C)C(=O)N3C)c1	16	.	13	-16	.	-1	-8	-3	-9	-4	1
Cc1cccc(CCNC(=O)CCS(=O)(=O)c2ccc3nc(C)sc3c2)c1	8	-1	-3	4	-27	-7	-1	-26	-2	-8	1
O=c1[nH]c(=O)n(Cc2ccccc2)c2nc(-c3ccc(Oc4ccc(F)cc4)c([N+](=O)[O-])c3)n(CCO)c12	-7	6	14	20	2	2	-2	6	2	3	-2
O=C(Nc1ccc(Cl)cc1)C1C2CCCCC21 (centres undefined)	-129	-41	-39	-78	-97	18	0	-65	-1	-12	-34
COCCNC(=O)C1CCCN(Cc2cccc(Cl)c2)CC1 (centres undefined)	-6	.	8	8	.	6	.	3	.	-11	.
CSc1ccc(S(=O)(=O)Nc2ccc(NC(C)=O)cc2)cc1	-6	-4	-2	20	-6	-1	-1	10	-6	-9	-2
CCOC(=O)C1=C(CN2CCN(c3ccc(F)cc3)CC2)NC(=O)NC1c1cccs1 (centres undefined)	-31	5	12	9	-24	-11	8	4	3	6	5
CO/N=C/NC(=O)c1c(OC)ccnc1Oc1ccc(F)cc1	3	-14	-4	5	-17	-9	0	-1	4	2	-3
CC1=CS(=O)(=O)CC1SC(=S)N(C)C1CCS(=O)(=O)C1 (centres undefined)	-15	-24	-16	19	-3	-2	7	-7	-12	-16	29
Cc1nn(CCC(=O)O)c2nc(-c3cccnc3)cc(C(F)(F)F)c12	-14	-3	-15	2	-18	7	13	-9	6	8	1
NC(=O)C1CCN(C(c2ccccc2Cl)c2nnnn2CC2CCCO2)CC1 (centres undefined)	23	3	-7	18	-2	-4	.	-8	4	2	-1
CCCc1oc(C(=O)O)cc1CN	0	-25	5	21	23	-59	12	8	2	-3	2
COCCCn1c(SCC(=O)N(C)C)nnc1-c1ccccc1	0	12	-29	-19	-22	9	.	-10	2	-4	0

Two of the compounds above, with each value named.
Cc1ccc(C(c2nnnn2CS(=O)(=O)c2ccc(C)cc2)N2CCN(c3ncccn3)CC2)cc1 (centres undefined)
  NR5A2 inv ag = -18; NR2F2 inh = 3; TROY signal inh = -11; NCOA3 inh = -4; NCOA2 inhibitor = 0; C8 TRAIL sens = 4; Vif inh = -4; SRC1 inh = 5; TLR9-MyD88 inh = -10; NOD2 RIPK2 PPI = -10; LMP1 NFkB inh = 3
CCCc1oc(C(=O)O)cc1CN
  NR5A2 inv ag = 0; NR2F2 inh = -25; TROY signal inh = 5; NCOA3 inh = 21; NCOA2 inhibitor = 23; C8 TRAIL sens = -59; Vif inh = 12; SRC1 inh = 8; TLR9-MyD88 inh = 2; NOD2 RIPK2 PPI = -3; LMP1 NFkB inh = 2

The results go on:
SMILES	NR5A2 inv ag	NR2F2 inh	TROY signal inh	NCOA3 inh	NCOA2 inhibitor	C8 TRAIL sens	Vif inh	SRC1 inh	TLR9-MyD88 inh	NOD2 RIPK2 PPI	LMP1 NFkB inh
CCN(CC)S(=O)(=O)c1ccc(NC(=O)C(C)N(c2ccc(OC)cc2)S(C)(=O)=O)cc1 (centres undefined)	9	2	-4	9	-8	-11	.	6	-1	-7	-3
CCCN1CCC(=O)N([C@H](CSc2ccc(Br)cc2)Cc2ccccc2)CC1	3	10	7	-6	-17	26	2	21	-2	12	-8
COc1ccc(-c2cn(-c3ccccc3)c(=S)[nH]2)cc1OC	-55	-45	-23	-69	-47	27	-5	-54	7	-7	-12
COc1ccc(OCC(=O)Nc2ccc(S(=O)(=O)N3CCN(C)CC3)cc2)cc1	6	-7	-12	10	-1	7	5	-27	.	-6	-1
CSc1ncnc2[nH]ccc12	-9	15	-4	13	26	3	2	1	13	1	5
CCN(CC)CCCNc1cc(C)c(C#N)c2nc3ccccc3n12	-16	-23	-10	-3	-70	-14	-1	11	-6	6	-3
CCN1C(=O)/C(=C2/C=CC=CN2C)SC1=S	-7	-14	1	-19	-14	-4	-15	2	3	-7	-6
O=[N+]([O-])c1ccc(S(=O)(=O)Nc2ccncc2)cc1	-20	-13	-1	-5	-13	8	-1	-16	11	2	-15
Cc1cc(C)cc(Nc2nc3ccccc3c(=O)[nH]2)c1	1	-3	-29	0	-37	5	-6	2	-1	-9	-3
CCCC1(c2ccsc2)NC(=O)NC1=O (centres undefined)	6	3	-4	4	7	-1	6	-7	-13	-18	-4
CCC(=O)NC(=S)Nc1cc(C(=O)O)ccc1OC	10	-22	5	-1	-29	-14	0	-10	4	2	-5
CCOC(=O)N1CCN(C(=O)c2cccn3c(=O)c4cc(Br)ccc4nc23)CC1	-2	9	-18	6	-7	-9	15	-19	3	3	9
COCCN(C(=O)CSc1nc2nc(C)cc(C)n2n1)c1c(N)n(Cc2ccccc2)c(=O)[nH]c1=O	13	2	-2	3	5	0	0	16	-5	-7	-3
COc1ccc(S(=O)(=O)Nc2cccc3c2O[C@H](CN(C)Cc2ccncc2)[C@@H](C)CN([C@H](C)CO)C3=O)cc1	9	-13	-20	-3	-20	-17	-1	-12	-8	-6	-2
CC(=O)N1CCN(C(=O)CCc2c[nH]c3ccccc23)CC1	7	14	10	-13	-8	-7	.	-6	-6	3	-2
CC(C)(C)CNC(=O)C1(C)CCN1C(=O)c1ccccc1CCc1ccccc1 (centres undefined)	12	8	3	-1	-10	-3	16	16	.	3	.
COc1ccc(C2CC(c3ccc(Br)cc3)=NN2C(=O)CCC(=O)O)cc1OC (centres undefined)	-1	17	1	-7	-8	4	7	-7	-2	1	2
O=C(Nc1cc(Cl)cc(Cl)c1)C1CCC(=O)N1Cc1ccccc1Cl (centres undefined)	-22	3	-4	1	-3	-3	-6	2	-7	1	-6
CC(=O)c1cc2c(cc1NC(=O)CSc1ccc(S(=O)(=O)N(C)C)cn1)OCO2	0	-4	2	10	3	-12	7	-18	6	4	-11
COC(=O)C1CCN(C(=O)COC(=O)c2cccc(NS(=O)(=O)c3ccccc3)c2)CC1	16	2	-15	-21	-6	8	21	-19	-1	4	-4
O=C1C2C3C=CC(C4CC34)C2C(=O)N1c1cccc2ccccc12 (centres undefined)	-7	-20	-14	-13	-16	16	10	4	-8	-3	2
O=C(CNC(=O)c1cccs1)NCC(=O)OCc1ccccc1Br	15	-1	2	14	-2	-16	-17	-25	-7	-15	2
COc1ccc(CNc2ncc(-c3ccc(Br)cc3)n2C)cc1OC	3	2	19	8	22	-5	-6	5	9	-9	0
CCOC(=O)c1sc(=S)n(CC)c1NC(=O)CC	12	6	-45	7	15	3	-2	4	5	1	1
CCCCN(C)CCC(=O)Nc1ccc(Cl)cc1	-15	10	-4	12	9	-5	5	0	-1	-5	2
Cc1cccc(C)c1NS(=O)(=O)c1ccc(-c2ccc(=O)[nH]n2)o1	2	19	-1	-11	-27	8	-4	-6	-21	2	-7
Cn1c(=O)[nH]c(=O)c2c1nc(NCCN)n2CCOc1ccccc1	17	5	-1	5	-4	-3	0	-1	10	-2	-6
O=C(CCCn1c(SCC(=O)NCCc2ccccc2)nc2ccccc2c1=O)NCC1CCCO1 (centres undefined)	13	-11	-3	3	10	-6	-1	-1	0	-8	4
O=C(COc1ccccc1F)NNC(=O)c1ccc(N2CCCCC2)c([N+](=O)[O-])c1	-10	-27	0	-2	14	24	6	-21	13	-7	3
Cc1ccc(S(=O)(=O)CCC(=O)OCC(=O)Nc2cc(F)ccc2C)cc1	-16	7	-17	0	9	3	0	-19	-9	-3	1
CCOC(=O)C(=CNc1cccc(C)c1C)C(=O)OCC	-6	21	6	5	3	10	3	-4	-9	0	13
C1CCC(NC2=NCCO2)CC1	5	1	-4	5	-14	-10	.	-20	2	-3	-8
CCCCNC(=O)c1cc(-c2ccc(F)cc2)on1	-18	2	-54	-109	-94	9	9	-137	7	11	-31
C=CCn1c(=O)/c(=C/c2ccc(Cl)cc2)s/c1=C(\C#N)c1nnc2n1CCCCC2	21	1	-1	4	-8	8	6	-1	-8	5	71*
CC(=O)N(CCS(=O)(=O)c1ccc(Cl)cc1)Cc1cccs1	-4	-19	-3	-1	18	-18	1	-18	7	4	-7
O=C(c1ccc(C(F)(F)F)cc1)N1CCC(=O)N([C@H](COCc2ccc(C(F)(F)F)cc2)Cc2ccccc2)CC1	7	-1	-2	.	-1	26	.	.	.	1	.
Cc1cccc(NC(=O)CSc2nc(=O)n(CCCN3CCOCC3)c3c2CCCC3)c1C	-62	-18	-5	-2	-24	-2	12	0	2	-1	-1
CCS(=O)(=O)NCc1cn2ccsc2n1	3	0	4	2	-6	-9	8	7	7	0	4
CC1CC(C)CN(c2ncnc3c2cnn3C)C1 (centres undefined)	-2	11	-11	-22	-4	-5	2	-17	8	2	-8
NCC12CC3CC(C1)CC(c1ccc(Br)cc1)(C3)C2	-14	6	-65	2	-2	30	.	-14	0	17	1
Clc1ccc(OCc2nnc(-c3ccccc3Br)o2)cc1	-10	23	-50	-13	-6	1	1	-22	2	-5	-1
CC(=O)c1cccc(NC(=O)COc2ccc(S(=O)(=O)N3CCOCC3)cc2)c1	17	-16	12	15	-20	18	14	-36	0	-5	12
CCSC1C(=O)N(C)C(SCC)C(=O)N1C (centres undefined)	15	-8	-40	15	8	-4	5	3	6	-8	4
CC(=C/c1ccccc1)/C=N/n1c(-c2ccncc2)n[nH]c1=S	11	27	52*	58	36	-9	-6	63*	-7	-1	56*
CC(OC(=O)Nc1ccccc1)C(=O)OC1CCCCC1 (centres undefined)	-2	-7	-19	-7	-18	-9	-10	-7	-6	-6	-4
CC(C)c1nnc(NC(=O)CSc2nc3ccccc3[nH]2)s1	3	28	7	-31	1	-5	-3	8	1	-3	4
Cc1cn([C@H]2C[C@H](O)[C@@H](/C=C/C(=O)NCc3ccc(N(C)C)cc3)O2)c(=O)[nH]c1=O	-16	-9	5	7	-10	-15	-5	15	.	8	.
CC(=O)c1ccc(N2CCN(C(=O)C3CCC3)CC2)cc1	-19	-17	-7	-23	-13	-5	-2	-18	7	-3	9
COc1ccc(C(C[N+](=O)[O-])c2c(C)[nH]c3ccccc23)cc1OC (centres undefined)	8	0	-12	6	-15	-12	-4	10	-11	5	2
